Compound activity from PubChem BioAssay.
D1 ag: Allosteric Agonists of the Human D1 Dopamine Receptor: qHTS; D(1A) dopamine receptor (Homo sapiens), P21728; HEK293 T-REx D1 cells, calcium flux, agonist mode; activation, % at 2 µM; actives 1% (n = 360,000); AID 504660, 2011; in the data active means activation above about 30%; further: 0% is about no effect
Target sequence (P21728 whole entry, looked up): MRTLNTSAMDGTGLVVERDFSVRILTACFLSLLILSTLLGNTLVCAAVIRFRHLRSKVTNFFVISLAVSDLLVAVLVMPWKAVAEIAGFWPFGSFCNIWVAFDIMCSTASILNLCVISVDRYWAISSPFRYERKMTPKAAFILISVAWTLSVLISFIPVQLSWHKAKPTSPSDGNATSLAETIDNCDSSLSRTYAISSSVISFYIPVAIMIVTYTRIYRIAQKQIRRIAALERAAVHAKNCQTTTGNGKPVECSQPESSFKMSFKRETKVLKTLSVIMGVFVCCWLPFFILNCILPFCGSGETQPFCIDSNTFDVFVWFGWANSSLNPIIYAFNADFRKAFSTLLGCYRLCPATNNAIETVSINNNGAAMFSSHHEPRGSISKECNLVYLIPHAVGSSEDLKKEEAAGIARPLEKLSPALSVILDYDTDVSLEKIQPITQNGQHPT
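Agonism was scored from calcium flux recorded over 180 s (1 read/s) after pintool compound addition, following a 10-cycle baseline. Cells were inducible force-coupled HEK293 TREx D1, plated overnight at 30 C and loaded with no-wash calcium dye.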
RXFP1 agonist: qHTS Assay for Agonists of the Relaxin Receptor RXFP1 | Relaxin receptor 1 (Homo sapiens), Q9HBX9 | HEK293T-RXFP1 cAMP TR-FRET, 30 min; response scale: percent of porcine relaxin response, buffer zero | Potency, µM (top dose mostly 57.5 µM), for the others: at the top dose activation, usual class: activators | actives 0.3% (n = 370,000); further: potency means the concentration at half of the fitted maximal effect; on the % scale 0 is the no-effect control and ±100 the full control effect; nearly all actives have a fitted effect of over 60% in size; many of its hits are not listed in these tables
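cAMP rise read by TR-FRET after 30 min, 37C compound exposure (up to 58 uM) in RXFP1-transfected HEK293 cells with Ro 20174 present. EC50 from Hill-equation fits, with 29 nM porcine relaxin as 100% and buffer as basal.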
D2 potentiator: HTS Assay for Positive Allosteric Modulators of the Human D2 Dopamine Receptor: Primary Screen for Potentiators. AID 485347, 2010. actives 0.34% (n = 340,000). D(2) dopamine receptor (Homo sapiens), P14416. HEK293 T-REx D2, calcium flux, EC20 dopamine potentiation. potentiation, % at 10 µM;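 active means potentiation over 3 SD above the plate norm, cut at about 30% in these data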; further: 0% is about no effect
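Primary screen. Calcium kinetics in induced HEK293 T-REx D2 cells: compound pre-addition 180 s, EC20 dopamine, 180 s more.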
TRHR agonist: qHTS for Small Molecule Agonists and Allosteric Enhancers of Human TRH Receptor: Primary Screen for Agonists; Thyrotropin-releasing hormone receptor (Homo sapiens), P34981; TRHR cells, calcium flux fluo-8, FDSS agonist mode; activation, % at 2 µM; actives 0.18% (n = 360,000); AID 493084, 2011; in the data active means activation above about 30%; further: 0% is about no effect
Target sequence (P34981 whole entry, looked up): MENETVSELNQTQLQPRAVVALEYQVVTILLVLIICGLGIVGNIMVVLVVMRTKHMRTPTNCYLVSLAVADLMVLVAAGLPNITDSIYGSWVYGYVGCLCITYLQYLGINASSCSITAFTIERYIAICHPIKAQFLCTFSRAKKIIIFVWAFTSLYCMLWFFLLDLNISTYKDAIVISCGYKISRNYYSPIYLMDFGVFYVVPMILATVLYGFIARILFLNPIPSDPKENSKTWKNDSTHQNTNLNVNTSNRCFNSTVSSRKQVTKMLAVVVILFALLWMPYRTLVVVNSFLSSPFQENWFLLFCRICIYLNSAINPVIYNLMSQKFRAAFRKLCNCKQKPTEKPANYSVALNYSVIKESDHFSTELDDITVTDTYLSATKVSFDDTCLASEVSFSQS
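Read-out: compound-evoked intracellular calcium rise in TRHR cells, fluo-8 dye, kinetic FDSS fluorescence at 1 s/cycle following a 10-cycle baseline. Cells cultured overnight before dye loading (30 min–1.5 h, RT).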
Anesthetic bind: qHTS Assay for Identification of Novel General Anesthetics. Ferritin light chain (Equus caballus), P02791. apoferritin/1-aminoanthracene competitive binding, fluorescence. Potency, µM (highest dose often 77.5 µM), without a hit: at the top dose activity change, negative = displacement, actives largely listed as inhibitors. actives 0.074% (n = 350,000). AID 485281, 2010; further: potency means the concentration at half of the fitted maximal effect; on the % scale 0 is the no-effect control and ±100 the full control effect; nearly all actives have a fitted effect of over 20% in size
Target sequence (P02791 2-175 limits assumed): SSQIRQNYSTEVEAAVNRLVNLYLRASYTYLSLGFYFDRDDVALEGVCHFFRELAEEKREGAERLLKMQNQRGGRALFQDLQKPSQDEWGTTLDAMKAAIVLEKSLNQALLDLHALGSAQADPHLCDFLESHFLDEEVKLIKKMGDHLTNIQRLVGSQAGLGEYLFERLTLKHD
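Steps: apoferritin (10 uM) was premixed with half-saturated 1-AMA in PBS, compounds were pin-transferred, plates stood 10 min at room temperature, fluorescence was read at 380/535 nm, and curves were fitted with a Hill equation.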
D1 antagonist: Antagonist of Human D 1 Dopamine Receptor: qHTS. HEK293 TREx D1 cells, calcium flux, dopamine EC80; stronger effect = lower value. actives 3.2% (n = 360,000). activity change, negative = inhibition, % at 10 µM. D(1A) dopamine receptor (Homo sapiens), P21728. AID 504652, 2011; in the data active means activity change below about -30%; further: on the % scale 0 is the no-effect control and ±100 the full control effect
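Antagonism measured as reduced calcium response to an EC80 dopamine addition following 180 s compound pre-read; cells were inducible HEK293 Trex D1 plated overnight at 30 C, read kinetically at 1 cycle/sec.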
D1 PAM: Potentiators of Human D1 Dopamine Receptor: qHTS. D(1A) dopamine receptor (Homo sapiens), P21728. HEK293 TREx D1 cells, calcium flux, dopamine EC20 potentiation. potentiation, % at 10 µM. actives 0.036% (n = 360,000). AID 504651, 2011; in the data active means potentiation above about 30%; further: 0% is about no effect
RXFP1 antag: qHTS Assay for Antagonists of the Relaxin Receptor RXFP1. Relaxin receptor 1 (Homo sapiens), Q9HBX9. actives 0.59% (n = 350,000). AID 1259400, 2018. HEK293-RXFP1, relaxin-stimulated cAMP HTRF, 30 min; stronger effect = lower value. activity change, negative = inhibition, % at 57.5 µM;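 active means activity change of -60% or lower, but not beyond a set lower limit; inconclusive means change between -60% and -40%, or beyond the set limit; inactive means change above -40%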; further: on the % scale 0 is the no-effect control and ±100 the full control effect
TRHR enhancer: qHTS for Small Molecule Agonists and Allosteric Enhancers of Human TRH Receptor: Primary Screen for Enhancers; enhancement, % at 2 µM; actives 0.66% (n = 360,000); Thyrotropin-releasing hormone receptor (Homo sapiens), P34981; TRHR cells, fluo-8 calcium fluorescence, EC20 TRH enhancement; AID 493056, 2011; in the data active means enhancement above about 30%; further: 0% is about no effect
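Enhancer read-out: after compound pinning and an initial kinetic agonist-mode read, an EC20 of TRH (10 nM final) was injected and fluo-8 calcium signal (Ex 480/Em 530) followed at 1 s/cycle for 100 cycles in TRHR-expressing cells.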
An asterisk follows results filed as active; ? = inconclusive; . = no result given; & = joins results of further samples; [ ] = remark or other dose. Unless noted, the call rests on the fitted dose curve; in most records, active means well fitted curve in the direction sought with a large enough effect; inconclusive means small, poorly fitted or top-dose-only effect, or another doubt; inactive means no such curve, though single readings can be large; an effect the other way counts as inactive or inconclusive.

no.	D1 ag	RXFP1 agonist	D2 potentiator	TRHR agonist	Anesthetic bind	D1 antagonist	D1 PAM	RXFP1 antag	TRHR enhancer	smiles
1	3	4.2%	-5	0.3	-1%	-9	4	-13	-4	COc1ccc(OC)c(CNC(=O)c2ccc(C)c(NC(=O)c3nsc4ccccc34)c2)c1
2	0	-0.5%	-1	-0.3	?	-3	2	8	-5	CCOC(=O)c1c(C)n(C)c2ccc(O)c(CN(CC)CC)c12
3	4	0.3%	0	-0.3	.	-3	8	2	5	CN(CC(=O)Nc1ccc(S(=O)(=O)N2CCOCC2)cc1)Cc1ccc(F)cc1
4	3	-0.1%	14	0.2	-9%	33	0	-10	-3	COC(=O)c1c(NC(=O)COC(=O)[C@@H](NS(=O)(=O)c2ccccc2)C(C)C)sc2c1CCC2
5	-2	0.0%	4	0.4	-22%	16	3	-24	-2	COc1ccc(-n2c(O)c(/C=N/Nc3nc(C)cc(C)n3)c3ccccc3c2=O)cc1OC
6	-1	-0.1%	-7	0.2	3%	-3	2	4	4	COc1ccc(S(=O)(=O)N2CCCC2)cc1C(=O)O
7	3	2.8%	-3	0.0	-4%	7	-1	2	-3	CCOC(=O)c1c(NC(=O)CSc2nc3nc(C)cc(C)n3n2)sc(CC)c1C
8	3	5.8%	4	-0.1	-9%	0	1	4	0	O=C1CCCc2c1nc(-c1ccc(F)cc1)n2O
9	3	?	.	0.3	-12%	0	-5	-9	-3	Cc1ccc(NC(=O)C2CCC(CNS(=O)(=O)c3cccc4nsnc34)CC2)c(Cl)c1 (configuration not stated)
10	3	0.9%	-20	0.1	4%	0	3	-4	7	CC(C)c1ccc(NC(=O)c2cc3c(=O)n(C)c4ccccc4c3n2C)cc1
11	1	3.1%	16	-0.1	?	.	-4	-17	13	Cc1cccc(C)c1N1CCN(c2ccc3nnc(C(F)(F)F)n3n2)CC1
12	0	0.5%	.	-0.8	-13%	5	-3	5	27	CSc1ccccc1C(=O)Nc1cc([N+](=O)[O-])ccc1C
13	2	-0.1%	-3	0.1	-2%	-3	1	3	6	COc1ccc(C(=O)N/C(=C\c2cn(C)c3ccccc23)C(=O)N2CCOCC2)cc1OC
14	3	-1.0%	-6	2.3	54%[activator]	5	0	-9	2	COc1ccc(CCNC(=O)c2ccc3c(c2)CCN3S(=O)(=O)c2ccc(Cl)cc2)cc1
15	15	-1.1%	.	2.4	.	19	-1	-1	-3	CCOc1ccc(S(=O)(=O)Nc2cccc(C(=O)NCC(c3ccco3)N3CCCC3)c2)cc1 (configuration not stated)
16	1	-0.1%	4	0.5	-22%	3	5	-5	1	COc1cccc(N2CC(C(=O)Nc3nnc(SCC(=O)c4ccccc4)s3)CC2=O)c1 (configuration not stated)
17	2	-0.2%	-10	0.3	-2%	13	1	-5	-2	CCCS(=O)(=O)N1CCc2cc(OC)c(OC)cc2C1
18	4	1.7%	-1	-0.8	-19%	1	0	7	0	O=C(NCc1ccccc1)c1nc(-c2cccs2)no1
19	4	1.6%	5	-0.5	?	-21	-2	1	-14	O=C1c2cccc3cccc(c23)C(=O)N1c1ccccc1Cl
20	1	-3.4%	0	-0.5	257%[activator]	2	6	-12	-5	COc1cc(-c2nc3ccccn3c2/N=C/c2ccccc2)ccc1O
21	3	0.8%	15	0.0	.	-5	7	2	2	Cc1ccc(C)c(S(=O)(=O)N2CCN(CC(=O)NC(C)c3ccccc3)CC2)c1 (configuration not stated)
22	8	-0.1%	.	1.5	35%[activator]	-11	-5	-30	-1	CC(C)OCCCNC(=O)c1ccc(-n2c(-c3ccccc3)cc3c2CCCC3)cc1
23	0	-0.6%	-3	0.0	-13%	-65*	-3	3	11	COc1ccc(NC(=O)CSc2n[nH]c(-c3ccccn3)n2)cc1
24	2	0.6%	1	-1.2	1%	-32*	-8	-12	-5	COc1ccc([N+](=O)[O-])cc1/C=N/NC(=O)CNC(=O)C(c1ccccc1)c1ccccc1
25	-4	0.0%	-2	-0.4	1%	-5	-4	4	-12	CCOc1cc(NC(=O)c2ccccn2)c(OCC)cc1NC(=O)CC(C)C
26	0	2.8%	7	-0.1	.	-15	6	.	0	CSc1ccc(C2=CC(=O)C[C@H](c3ccc(Cl)cc3)C2)cc1
27	3	3.0%	.	0.5	?	-9	-3	-14	3	CS(=O)(=O)c1sc(C(=O)NC(=S)Nc2ccc(OC(F)(F)F)cc2)c2c1C=CCC2
28	2	2.5%	1	0.1	?	-26	-4	-5	-3	Nc1nc(SCC(=O)Nc2ccc(Oc3ccccc3)cc2)n[nH]1
29	1	-0.5%	-8	0.2	8%	2	1	-6	0	CC1CCCCN1CC(=O)NCc1ccc2c(c1)OCO2 (configuration not stated)
30	1	-0.1%	5	-0.1	.	-11	-2	4	9	COc1ccccc1C(CNC(=O)C1CC(=O)N(Cc2ccc(C)cc2)C1)N1CCCC1 (configuration not stated)
31	6	4.4%	-4	-0.1	21%	10	-1	.	9	CCc1ccc(NC(=O)c2cc(S(=O)(=O)N3CCCCC3)c[nH]2)cc1
32	2	-1.5%	0	-0.6	-7%	0	0	-5	-4	COc1cc(/C=C2\NC(=O)NC2=O)cc(Br)c1OC
33	2	1.9%	-5	0.0	-11%	9	-3	-12	-8	CC(C)CC(C(=O)NCC1CCN(Cc2ccc(F)cc2)CC1)N1Cc2ccccc2C1=O (configuration not stated)
34	1	?	4	-1.4	0%	-5	-5	-118*	4	CCOC(=O)c1c(C)[nH]c(=S)c(C#N)c1-c1ccccc1
35	3	0.5%	5	1.0	-10%	1	-1	-15	-4	Oc1ccc(C=NC2CCCCC2)c(O)c1
36	0	1.0%	13	0.4	-8%	.	-2	-5	8	CCS(=O)(=O)N1Cc2ccccc2CC1C(=O)Nc1ccc(NC(C)=O)cc1 (configuration not stated)
37	2	0.6%	.	1.2	-8%	13	1	-3	-1	O=C(CSc1cccc[n+]1[O-])Nc1ccc2c(c1)OCO2
38	4	6.4%	-3	-0.2	-3%	-21	-6	.	-4	CC/C(O)=C1\C(=O)CCCC1=NCCc1nc2ccccc2[nH]1
39	6	1.1%	-3	-0.4	-21%	10	-6	-15	9	Cc1cc(Cl)c2oc(C(=O)N(C)Cc3cc(C)[nH]n3)c(C)c2c1
40	0	0.1%	.	0.2	-3%	18	-8	0	-4	COCc1c(C(=O)N/N=C\c2ccccn2)nnn1-c1nonc1N
41	2	1.3%	22	0.0	-7%	-13	-2	-2	4	CCOC(=O)Cc1csc(NS(=O)(=O)c2ccccc2)n1
42	-3	1.5%	10	0.6	-10%	3	-3	-9	-5	Cc1nn(CCO)c2ncc(C(=O)c3cc(Cl)ccc3O)cc12
43	1	-0.4%	5	-0.2	.	18	4	-1	2	COc1ccc(C(=O)NCCS(=O)(=O)NCC2CCCO2)cc1 (configuration not stated)
44	3	0.2%	13	-0.1	-4%	10	4	-20	6	COc1ccc(CCn2c(=S)[nH]c3cc(C(=O)N4CCOCC4)ccc3c2=O)cc1OC
45	26	3.1%	19	-0.6	-9%	-8	-8	0	4	CC1(C(=O)O)CCC(C(=O)N2CCOCC2)C1(C)C (configuration not stated)
46	1	-0.1%	16	0.0	.	5	-2	-14	-9	CCCCn1c(SC(C)C(=O)NCC2CCCO2)nc2cc(C(=O)OC)ccc2c1=O (configuration not stated)
47	1&-1	2.5%&2.6%	-3&-2	-0.3&-0.3	-7%&1%	5&-12	-1&-4	-11&0	-4&-6	CCOC(=O)C1=C(C)NC(C)=C(C(=O)OCC)C1
48	1	0.6%	.	0.7	-5%	-8	2	-24	4	N#C/C(=C\c1cccc([N+](=O)[O-])c1)C(=O)Nc1cccnc1
49	23	2.4%	4	-1.5	-7%	-20	-3	34	6	Cc1cc(NC(=O)Nc2ccc(F)c(Cl)c2)no1
50	1	4.0%	15	-0.6	?	-3	-1	-21	1	Cc1ccc(NC(=O)CSc2nc3n[nH]c(C)c3c(=N)n2-c2cccc(C)c2)cc1

Profiles, quoted from the list. Order of screens: D1 ag	RXFP1 agonist	D2 potentiator	TRHR agonist	Anesthetic bind	D1 antagonist	D1 PAM	RXFP1 antag	TRHR enhancer
`COc1ccc(C(=O)NCCS(=O)(=O)NCC2CCCO2)cc1` (configuration not stated) is entered as 1	-0.4%	5	-0.2	.	18	4	-1	2
`CCOC(=O)C1=C(C)NC(C)=C(C(=O)OCC)C1` is entered as 1&-1	2.5%&2.6%	-3&-2	-0.3&-0.3	-7%&1%	5&-12	-1&-4	-11&0	-4&-6
`CC1(C(=O)O)CCC(C(=O)N2CCOCC2)C1(C)C` (configuration not stated) is entered as 26	3.1%	19	-0.6	-9%	-8	-8	0	4

(further entries)
no.	D1 ag	RXFP1 agonist	D2 potentiator	TRHR agonist	Anesthetic bind	D1 antagonist	D1 PAM	RXFP1 antag	TRHR enhancer	smiles
51	3	4.7%	4	-0.2	.	-5	1	-66*	-9	CC12CCC(=O)N1C(C(=O)N1CCN(S(=O)(=O)c3ccc(Br)cc3Cl)CC1)CS2 (configuration not stated)
52	5	-1.8%	5	6.8	-6%	-23	-5	-8	-1	COc1ccc(OCC(=O)N/N=C/C=C/c2ccccc2)cc1
53	2	0.8%	-2	-0.2	-8%	-21	0	-28	5	C/C(=N/NC(=O)CN1CCN(Cc2ccccc2Cl)CC1)c1ccco1
54	-1	0.9%	11	0.7	-15%	8	0	0	-7	O=C(NC12CC3CC(CC(C3)C1)C2)N1CCN(c2ccccc2)CC1
55	13	0.6%	3	0.0	-18%	-5	1	-14	7	COC(=O)Cc1ccc(NC(=O)c2ccc3c(c2)C(=O)N(Cc2ccco2)C3=O)cc1
56	0	-2.3%	-1	0.1	-12%	4	8	10	4	O=C(NCC(=O)N(c1ccc(Cl)cc1)C(C(=O)NC1CCCC1)c1ccncc1)c1ccco1 (configuration not stated)
57	4	0.6%	7	0.2	92%[activator]	-3	3	.	3	COc1ccccc1Oc1c(C)oc2c(CN3CCN(C)CC3)c(O)ccc2c1=O
58	13	2.6%	3	1.1	-21%	-2	5	-4	-7	COCCN(C(=O)c1ccccc1)c1nc(-c2ccc(OC)cc2)cs1

Some of the compounds tested (hit frequency here may not be typical).
